High-throughput results: PubChem BioAssay, Broad Institute
PGC1a acetyl inh – inhibitors of PGC1a acetylation signal, primary screen, cell-based, U2OS, AlphaScreen, inhibitor mode; AlphaScreen anti-acetyl-lysine; with virally co-expressed GCN5 acetyltransferase; inhibition, % at 15.6 µM; hit rate 0.17% among 350,000; AID 651687, 2012;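 active = every replicate shows inhibition of at least 40%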;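 also: 0% = neutral control wells and 100% = positive control wells; some results beyond the cut were filed as inactive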
PglD inh – C. jejuni PglD acetyltransferase inhibitors, primary screen, biochemical, DTNB colorimetric, single point. hit rate 0.098% among 360,000. UDP-N-acetylbacillosamine N-acetyltransferase PglD (Campylobacter jejuni). AID 602405, 2012. inhibition, % at 12.5 µM. purified PglD enzyme, DTNB colorimetric CoA detection; in the data active = inhibition above about 16%, passing the limit was not always enough; also: strong numbers were not always called active
miR-122 sensor – miR-122 Renilla sensor signal increase in Huh7, primary screen, miR-122 inhibitor project, cell-based, single point, plate reader. Huh7 miR-122 Renilla luciferase sensor, 48 h; neutral wells = 0, positive control = 100. activation (reporter increase), % at 12.5 µM. hit rate 0.3% among 340,000;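 active = mean replicate activation score at least 90 and every replicate individually at or above 90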;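 also: higher luciferase means less miR-122 activity so hits act as miR-122 inhibitors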
GSIS activator – GLuc luminescence reporter in INS-1E cells, primary screen for activators of glucose-dependent secretion of insulin | INS-1E GLuc reporter insulin secretion, 2-3 h | activation, % at 16.6 µM | hit rate 0.61% among 370,000;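 active = lowest replicate activation of at least 40%, so every replicate reaches that level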;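 also: 0% = median of neutral control wells and 100% = median of IBMX positive control wells; some compounds called inactive have numbers as strong as hits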
Cneo AK release – Cryptococcus neoformans cell lysis inducers, primary screen, AK release luminescence, single concentration. C. neoformans lysis, adenylate kinase release luminescence, 4 h; normalised: neutral wells 0, clomiphene wells 100. lysis activity, % at 15 µM. hit rate 0.2% among 360,000. AID 651654, 2012;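 active = mean lysis activity across replicates of at least 80%, whatever share of replicates individually reach that level; inactive = mean lysis activity below 80%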
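Material: C. neoformans cells | Amount: Yeast cell density of 5 × 10^6 cells/mL | Medium: Fresh YPD growth medium | Dosing: Single dose | Times: Static 4 h at 37 °C with compound, 1 h detection | Detection: AK luminescence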
FN deposit inh – inhibitors of fibronectin matrix deposition, primary screen, AH1F cells, Alexa488-fibronectin fluorescence, plate reader. AH1F fibroblasts, overnight. inhibition, % at 12.6 µM. hit rate 0.086% among 350,000;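 active = mean inhibition across replicates of 30% or more, regardless of how many single replicates reach that level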;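 also: positive control wells lacked labelled fibronectin entirely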
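Assay system: AH1F fibroblasts assembling fluorescent fibronectin matrix; Amount: 10000 AH1F cells per well; Buffer or medium: DMEM, 2% serum; Probe or stimulus: Alexa488-fibronectin, 24 nM final in well; Doses: single compound dose, delivered by pin transfer; Incubation: 1 h adhesion, overnight exposure; Measured by: fluorescence 485/525 nm; Read-out: fibronectin deposition inhibition.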
C2C12 statin – suppressors of statin myotoxicity in C2C12 myotubes, primary screen, cell-based, single point, plate reader. C2C12 myotubes + simvastatin, ATP luminescence, 48 h; scaled: DMSO 0, geranylgeraniol control 100. rescue of ATP level, % at 7.49 µM. hit rate 0.78% among 330,000. AID 602340, 2012;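 active = mean ATP rescue above about 67%, or every replicate alone reaching that limit, limit read from the data, passing the limit was not always enough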;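 also: myotubes were challenged with 10 µM simvastatin during compound exposure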
F508del corr – F508del CFTR correction, initial screen, CFBE line, single point; CFBE cells, YFP halide quenching; stimulated with forskolin plus potentiator P3; % fluorescence drop versus neutral controls; activity (quench increase), % at 7.58 µM; hit rate 0.36% among 350,000;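 active = mean added fluorescence quench of at least 8% versus neutral control, with both replicates also reaching 8%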;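 also: cells transiently co-express mutant CFTR-F508del with the halide-sensitive YFP; corrector assay measuring rescue of mutant channel to the surface after 24 h compound exposure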
* marks the source's active call; other numbers are inactive results; · = no result given; [ ] = remark or other dose.

SMILES	PGC1a acetyl inh	PglD inh	miR-122 sensor	GSIS activator	Cneo AK release	FN deposit inh	C2C12 statin	F508del corr
Cc1c(N(C)S(=O)(=O)c2cc(C(=O)Nc3ccccn3)ccc2Cl)c(=O)n(-c2ccccc2)n1C	·	7	-1	31	1	-9	3	0.4
COc1ccc(C(=O)N2CCc3cc4c(cc3C2C)OCCCO4)cc1 (stereo not drawn)	-15	-1	-5	-1	-5	·	10	2.9
Cc1ccc(Nc2c(-c3ccccn3)nc3cccc(C)n23)cc1	23	4	17	-64	4	4	-30	0.9
CC(=O)Nc1ccc(S(=O)(=O)N2CCN(CCCOc3cc(C)ccc3C)CC2)cc1	-29	-1	-6	-32	2	-10	-74	·
CC(=O)Oc1ccc(C(=O)O)c(OC(C)=O)c1	2	-3	-18	11	22	7	61	-0.7
CCCCNC(=O)C(NC(=O)c1cccc2ccccc12)C(=O)c1ccccc1 (stereo not drawn)	-12	-2	4	49	-1	0	1	0.7
COc1ccc(NC(=O)N(C)C[C@@H]2Oc3ccc(NS(=O)(=O)c4c(C)noc4C)cc3C(=O)N([C@@H](C)CO)C[C@@H]2C)cc1	-9	0	1[16.7 µM]	3	0	·	-8	-0.7
O=C(CN1CCC(NC(=O)C2CC2)CC1)Nc1ccccc1[N+](=O)[O-]	·	-2	0	97*	-4	-5	14	0.0
CCOc1cc(C(=O)N/N=C\c2cn(CC)nc2C)cc(OCC)c1OCC	-10	2	3	-1	1	-5	0	·
Cc1cc(NC(=O)C(C)C)ncc1NC(=O)c1cccc(F)c1	-8	6	-10	·	-1	·	-18	·
COc1ccc(S(=O)(=O)Nc2ccc3c(c2)C(=O)N([C@H](C)CO)C[C@H](C)[C@H](CN(C)Cc2ccccc2)O3)cc1	-3	2	-1[16.7 µM]	7	-6	·	-24	0.7
COc1cccc(CNc2nccs2)c1O	7	4	-2	-1	-1	7	12	-3.3
O=C(CN1CCOCC1)Nc1scc(-c2ccccc2)c1C(=O)N1CCOCC1	2	-2	-11	·	-1	-1	·	·
CN(C)C(=O)c1ccc(-c2ccc3c(c2)[C@@H]2[C@@H](CCN2C(=O)C2CCCCC2)[C@H](CO)N3C)cc1	-16	·	·	-23	·	8	·	-0.6
CN(C)/C(CN1CCN(C=O)CC1)=C1\N=C(c2ccccc2)OC1=O	-2	1	-6	0	0	-3	-5	·
COc1ccc(NC(=O)N(C)C[C@H]2Oc3c(cccc3N(C)C)C(=O)N([C@@H](C)CO)C[C@@H]2C)cc1	-10	0	17[16.7 µM]	-2	-8	·	11	0.2
CO[C@@H](CN(C)C(=O)c1ccccc1F)[C@@H](C)CN([C@@H](C)CO)S(=O)(=O)c1ccc(Cl)cc1	-6	-4	·	5	0	-3	-1	2.6
COc1ccccc1-c1nnc(NC(=O)CCS(=O)(=O)c2ccccc2)o1	·	-2	-1	17	0	0	·	1.0
Cc1ccc(C2=NN(C(=O)CCCC(=O)O)C(c3ccc4c(c3)OCO4)C2)cc1 (stereo not drawn)	·	0	4	-2	-1	6	5	0.9
O=C(C[C@@H]1CC[C@@H]2[C@H](COC[C@@H](O)CN2Cc2ccc(Oc3ccccc3)cc2)O1)N1CCc2ccccc2C1	-17	0	-4[16.7 µM]	-9	0	7	11	8.0

Eleven entries from above in another layout:
Results follow in this order: PGC1a acetyl inh | PglD inh | miR-122 sensor | GSIS activator | Cneo AK release | FN deposit inh | C2C12 statin | F508del corr
CCCCNC(=O)C(NC(=O)c1cccc2ccccc12)C(=O)c1ccccc1 (stereo not drawn)
 : -12 | -2 | 4 | 49 | -1 | 0 | 1 | 0.7
COc1ccc(NC(=O)N(C)C[C@@H]2Oc3ccc(NS(=O)(=O)c4c(C)noc4C)cc3C(=O)N([C@@H](C)CO)C[C@@H]2C)cc1
 : -9 | 0 | 1[16.7 µM] | 3 | 0 | · | -8 | -0.7
O=C(CN1CCC(NC(=O)C2CC2)CC1)Nc1ccccc1[N+](=O)[O-]
 : · | -2 | 0 | 97* | -4 | -5 | 14 | 0.0
CCOc1cc(C(=O)N/N=C\c2cn(CC)nc2C)cc(OCC)c1OCC
 : -10 | 2 | 3 | -1 | 1 | -5 | 0 | ·
Cc1cc(NC(=O)C(C)C)ncc1NC(=O)c1cccc(F)c1
 : -8 | 6 | -10 | · | -1 | · | -18 | ·
COc1ccc(S(=O)(=O)Nc2ccc3c(c2)C(=O)N([C@H](C)CO)C[C@H](C)[C@H](CN(C)Cc2ccccc2)O3)cc1
 : -3 | 2 | -1[16.7 µM] | 7 | -6 | · | -24 | 0.7
COc1cccc(CNc2nccs2)c1O
 : 7 | 4 | -2 | -1 | -1 | 7 | 12 | -3.3
O=C(CN1CCOCC1)Nc1scc(-c2ccccc2)c1C(=O)N1CCOCC1
 : 2 | -2 | -11 | · | -1 | -1 | · | ·
CN(C)C(=O)c1ccc(-c2ccc3c(c2)[C@@H]2[C@@H](CCN2C(=O)C2CCCCC2)[C@H](CO)N3C)cc1
 : -16 | · | · | -23 | · | 8 | · | -0.6
CN(C)/C(CN1CCN(C=O)CC1)=C1\N=C(c2ccccc2)OC1=O
 : -2 | 1 | -6 | 0 | 0 | -3 | -5 | ·
COc1ccc(NC(=O)N(C)C[C@H]2Oc3c(cccc3N(C)C)C(=O)N([C@@H](C)CO)C[C@@H]2C)cc1
 : -10 | 0 | 17[16.7 µM] | -2 | -8 | · | 11 | 0.2

Additional structures follow:
SMILES	PGC1a acetyl inh	PglD inh	miR-122 sensor	GSIS activator	Cneo AK release	FN deposit inh	C2C12 statin	F508del corr
Cc1ccccc1CSc1nnc(CCCCCNC(=O)OC(C)(C)C)o1	2	0	-13	-3	-5	-1	·	-1.0
C[C@H](CO)N1C[C@H](C)[C@H](CN(C)C(=O)Nc2ccccc2)Oc2ccc(NC(=O)C3CCCCC3)cc2CC1=O	·	1	1[16.7 µM]	8	40	·	2	-2.4
CNC[C@@H]1Oc2ccc(NC(=O)NC(C)C)cc2CC(=O)N([C@H](C)CO)C[C@H]1C	6	4	-3[16.7 µM]	8	-1	·	6	0.2
COc1ccc(CCNC(=O)CCn2c(=O)c3ccccc3n(CC(=O)NCC3CCCO3)c2=O)cc1OC (stereo not drawn)	1	·	·	56*	·	-2	·	0.7
CC(=O)Nc1ccc(NS(=O)(=O)C(F)(F)F)cc1	2	3	26	3	-1	·	-10	·
Cc1ccc(NC(=O)[C@@H]2CCCN2S(=O)(=O)c2ccc(Cl)cc2)cc1	-7	1	7	-36	1	-4	2	1.0
CCOC(=O)CNc1c(-c2ccc(F)cc2)nc2cnccn12	1	-4	·	·	-2	·	11	·
Cc1ccc(NC(=O)CN2C(=O)C3CC=CCC3C2=O)cc1S(=O)(=O)N1CCOCC1 (stereo not drawn)	5	-2	-1	0	0	·	5	0.4
O=C(c1ccccc1NS(=O)(=O)c1ccc(F)cc1)N1CCOCC1	0	-2	2	20	-1	-3	6	0.8
CCc1cccc(CC)c1N1C(=O)COCC1=O	-4	-2	-4	12	0	·	6	-1.4
N#Cc1cc2cc3c(cc2nc1SCC(=O)N1CCCC1)OCCO3	4	-1	3	·	-1	·	-2	·
COc1ccc(NC(=O)CN2C(=O)CSc3ccc(S(=O)(=O)N4CCCC4)cc32)cc1OC	1	1	-9	-13	0	2	8	2.3
N#Cc1c(NC(=O)CSc2nnnn2C2CCCCC2)sc2c1CCCC2	-3	3	-2	·	0	·	-26	·
CO[C@H]1CN(C)C(=O)c2cc(NC(=O)c3ccc4c(c3)OCO4)ccc2OC[C@H](C)NC[C@H]1C	14	0	·	10	20	-10	6	0.9
COc1ccc(OC)c(-c2csc(NC(=O)CN3C(=O)C4CCCCC4C3=O)n2)c1 (stereo not drawn)	-8	5	-6	-10	1	-9	-32	-1.9
O=C(C[C@H]1C[C@H]2c3cc(NS(=O)(=O)c4ccccc4)ccc3O[C@H]2[C@@H](CO)O1)NCC1CC1	-1	0	-4[16.7 µM]	-1	8	1	-10	-4.3
COc1ccc(CN(C)C[C@H]2Oc3ccc(NS(=O)(=O)c4ccccc4)cc3C(=O)N([C@@H](C)CO)C[C@@H]2C)cc1	0	-5	-8[16.7 µM]	3	-1	·	2	0.5
COc1ccc(C2=NS(=O)(=O)N(C)C(C(=O)N3CCN(C)CC3)=C2)cc1	·	3	·	-8	0	-2	2	0.0
Cc1noc(C)c1NC(=O)Nc1ccc2c(c1)C(=O)N([C@H](C)CO)C[C@H](C)[C@H](CN(C)C(=O)NC1CCCCC1)O2	5	3	6[16.7 µM]	0	2	·	-22	-3.2
O=C(C[C@@H]1C[C@H]2c3cc(NC(=O)C4CCC4)ccc3O[C@H]2[C@@H](CO)O1)NC1CCCC1	-3	2	2[16.7 µM]	8	0	3	-1	1.2
O=C(C1CCCN(S(=O)(=O)c2ccc(F)cc2)C1)N1CCCCCC1 (stereo not drawn)	1	-1	-2	1	0	0	5	-1.7
CCOc1ncccc1C(=O)NCCc1ccc(Cl)cc1	-4	6	4	-6	-3	0	13	1.3
CN1CCN(C(=O)C[C@@H]2C[C@H]3c4cc(NS(C)(=O)=O)ccc4O[C@H]3[C@@H](CO)O2)CC1	-4	0	4[16.7 µM]	8	-1	-3	2	4.6
COc1ccc(C(=O)NCc2ccc(N3CCN(C)CC3)cc2)cc1	·	0	1	1	-3	-4	-2	-1.8
O=C(O)c1cc(-c2ccc(/C=C3/SC(=S)N(Cc4ccccc4)C3=O)o2)ccc1Cl	4	1	5	-20	22	-10	-2	3.1
O=C(NC1CCSc2ccccc21)c1cccc(Br)c1 (stereo not drawn)	-6	2	6	0	-1	·	8	2.5
COC(C/C=C\[C@H](O)COCc1ccccc1)OC	6	-1	-5	-11	-1	13	·	0.0
Cc1ccc(Sc2c(C#N)c(-c3ccccc3)nn2C)cc1	-2	-4	3	-11	0	·	3	·
COc1cc(-c2nc3ccccn3c2/N=C/c2ccc(F)cc2)ccc1O	3	1	-7	6	-3	-1	8	-0.8
O=C(/C=C/[C@H]1O[C@@H](n2cnc3c(NC(=O)c4ccccc4)ncnc32)[C@H](O)[C@@H]1O)NC1CCCCC1	0	-2	-4	12	0	0	6	-0.1
C[C@@H]1CN([C@H](C)CO)C(=O)c2cc(NC(=O)c3ccccc3)ccc2O[C@@H](C)CCCCO[C@H]1CN(C)C(=O)Nc1ccccc1	-24	3	13[16.7 µM]	-15	-2	-4	·	-0.4
Cc1ccc(N(C(=O)c2ccco2)C(C(=O)NC2CCCC2)c2cccnc2)cc1 (stereo not drawn)	-3	6	1	-7	-2	-3	-27	-0.3
C/C=C/c1ccc([C@@H]2[C@H]3CN(C(=O)Nc4ccc(F)cc4)CCCCN3[C@H]2CO)cc1	1	2	-7[16.7 µM]	-24	6	·	-78	0.0
C=C(C)c1nc2cc(OC)c(OC)cc2c(=O)o1	-16	-5	-4	28	-1	-2	-13	·
O=[N+]([O-])c1cc2c(c(CSc3nnnn3-c3ccc(O)cc3)c1)OCOC2	·	-1	-12	12	1	1	0	-1.6
O=C(O)C1CSC(c2ccncc2)N1 (stereo not drawn)	2	4	-4	·	2	·	·	·
Cc1ccc(C(=O)Nc2ncccc2C)cc1S(=O)(=O)N1CCOCC1	-6	1	-6	18	-2	-5	-17	-1.1

Rows are unselected; about 2.1% have a hit in one of these screens.
